RXFP1 ag – agonists of human relaxin receptor RXFP1; HEK293T-RXFP1 cAMP TR-FRET, 30 min; response scale: percent of porcine relaxin response, buffer zero; Potency, µM (series often up to 57.5 µM), for the others: at the highest dose activation, actives largely listed as activators; hit rate 0.3% among 370,000; also: % is scaled to controls: 0 for no effect and ±100 for the full control effect; nearly all actives have a fitted effect of over 60% in size; many of its hits are not listed in these tables
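cAMP rise read by TR-FRET after 30 min, 37C compound exposure (up to 58 uM) in RXFP1-transfected HEK293 cells with Ro 20174 present. EC50 from Hill-equation fits, with 29 nM porcine relaxin as 100% and buffer as basal.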
ALOX12 inh – inhibitors of human 12S-lipoxygenase ALOX12 | Potency, µM (top dose mostly 108 µM), without a hit: at the top dose activity change, negative = inhibition, most hits filed as inhibitors | purified 12hLO, xylenol orange hydroperoxide absorbance | P18054 | hit rate 1.1% among 580,000; also: % is scaled to controls: 0 for no effect and ±100 for the full control effect
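Hydroperoxide product was detected by ferrous iron/xylenol orange as the 573 to 405 nm absorbance ratio. Arachidonic acid at 40 uM (final) was turned over for 30 min at room temperature by 150 nM human 12hLO, pH 7.0 Hepes buffer, after 15 min compound preincubation.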
USP1-UAF1 inh – blocks the human USP1/UAF1 deubiquitinase complex. O94782. recombinant USP1/UAF1, Ub-Rhodamine cleavage fluorescence. Potency, µM (doses to about 57.1 µM), inactives show top-dose activity change, negative = inhibition, usual class: inhibitors. hit rate 0.23% among 390,000. AID 743255; also: % is scaled to controls: 0 for no effect and ±100 for the full control effect; nearly all actives have a fitted effect of over 60% in size; inactives centre near -12
Target sequence (O94782 whole entry, looked up): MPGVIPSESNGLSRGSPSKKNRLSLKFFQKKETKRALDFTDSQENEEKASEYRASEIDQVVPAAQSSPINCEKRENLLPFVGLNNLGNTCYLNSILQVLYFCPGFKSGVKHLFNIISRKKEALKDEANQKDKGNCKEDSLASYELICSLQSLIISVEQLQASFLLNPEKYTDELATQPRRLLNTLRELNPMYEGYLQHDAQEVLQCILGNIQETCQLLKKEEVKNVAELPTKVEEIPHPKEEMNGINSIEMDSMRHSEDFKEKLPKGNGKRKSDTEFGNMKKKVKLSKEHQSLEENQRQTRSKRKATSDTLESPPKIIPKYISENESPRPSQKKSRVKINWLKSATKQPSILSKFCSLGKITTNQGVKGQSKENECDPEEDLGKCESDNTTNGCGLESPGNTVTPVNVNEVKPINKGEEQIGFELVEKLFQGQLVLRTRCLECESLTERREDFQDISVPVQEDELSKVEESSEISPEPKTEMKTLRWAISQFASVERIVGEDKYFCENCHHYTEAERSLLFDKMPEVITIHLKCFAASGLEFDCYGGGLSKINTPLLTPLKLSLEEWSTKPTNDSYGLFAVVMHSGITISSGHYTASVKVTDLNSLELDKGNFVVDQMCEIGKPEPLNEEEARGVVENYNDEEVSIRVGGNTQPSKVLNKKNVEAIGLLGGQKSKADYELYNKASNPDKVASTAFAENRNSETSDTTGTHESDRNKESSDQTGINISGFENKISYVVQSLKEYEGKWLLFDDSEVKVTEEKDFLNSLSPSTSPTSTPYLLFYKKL
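In this screen, compounds sit with the deubiquitinase complex (1nM) for 15 min at room temperature before Ub-Rho is added at 150nM final. Fluorescence rise is then followed for 6 reads every 60 seconds.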
IDH1 R132H inh – blocks human mutant IDH1 R132H enzyme; O75874; IDH1-R132H enzyme, NADPH consumption, diaphorase/resazurin fluorescence; Potency, µM (highest dose often 76.6 µM), for inactives: at the top dose activity change, negative = inhibition, most hits filed as inhibitors; hit rate 0.093% among 390,000; also: % is scaled to controls: 0 for no effect and ±100 for the full control effect; nearly all actives have a fitted effect of over 65% in size
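IDH1-R132H (0.5 ug/mL dispensed) in pH 7.5 Tris buffer was preincubated 30 min with compound, then given a substrate mix of 0.016 mM NADPH and 2 mM alpha-KG for 80 min at room temperature; remaining NADPH was read by diaphorase/resazurin fluorescence.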
rTrxR1 inhibitor – rat TrxR1 inhibition; AID 588453; recombinant rTrxR1, NADPH fluorescence consumption, selenite substrate; Potency, µM (top dose mostly 114 µM), without a hit: top-dose activity change, negative = inhibition, hits mostly inhibitors; hit rate 1% among 390,000; also: % is scaled to controls: 0 for no effect and ±100 for the full control effect; nearly all actives have a fitted effect of over 65% in size
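Rat TrxR1 (90 nM in the dispensed reagent) was pre-reduced with 400 uM NADPH for 5 min at room temperature, then incubated with compound for 15 min. After 400 uM selenite was added, NADPH fluorescence (Ex 340/Em 450 nm) was followed for 8 min.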
TrxR1 substrate – substrates of rat thioredoxin reductase 1. hit rate 0.01% among 390,000. O89049. Potency, µM (doses to about 114 µM), for inactives: top-dose activity change, negative = substrate turnover. purified TrxR1 substrate turnover, NADPH consumption readout. AID 588456; also: % is scaled to controls: 0 for no effect and ±100 for the full control effect; nearly all actives have a fitted effect of over 50% in size
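Rat TrxR1, dispensed at 90 nM, was prereduced with 400 uM NADPH (final) for 5 min at ~22 deg C, then incubated with compound 15 min before 400 uM selenite. A first-read NADPH fluorescence drop versus no-compound background flagged substrates.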
Vif-APOBEC3G blk – blocks the Vif interaction with human APOBEC3G. HeLa A3G-eYFP + Vif (tagged APOBEC3G with the HIV-1 protein that degrades it), YFP fluorescence, overnight. Potency, µM (series often up to 46.1 µM), for the others: at the top dose activity, negative = active, most hits filed as inhibitors. hit rate 0.076% among 410,000;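 also: % is scaled to controls: 0 for no effect and ±100 for the full control effect; nearly all actives have a fitted effect of over 60% in size; hits raise eYFP signal because A3G escapes Vif-driven loss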
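HeLa cells stably expressing Vif and C-terminally eYFP-tagged A3G, seeded overnight at 37 deg C, then exposed to compound by pintool overnight at 37 deg C. Rise in yellow fluorescence (Ex 488/Em 500-530, Acumen) marks blocked Vif-driven A3G degradation.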
RGS4 inh – human RGS4 inhibition; Potency, µM (top dose mostly 114 µM), inactives show at the highest dose activity change, negative = inhibition, hits mostly inhibitors; AID 504845; hit rate 0.039% among 390,000; Transcreener GDP fluorescence polarization, RGS4-accelerated GTP hydrolysis; P49798; also: % is scaled to controls: 0 for no effect and ±100 for the full control effect; nearly all actives have a fitted effect of over 75% in size; some results filed as inactive show a strong effect at the top dose
Target sequence (P49798 whole entry, looked up): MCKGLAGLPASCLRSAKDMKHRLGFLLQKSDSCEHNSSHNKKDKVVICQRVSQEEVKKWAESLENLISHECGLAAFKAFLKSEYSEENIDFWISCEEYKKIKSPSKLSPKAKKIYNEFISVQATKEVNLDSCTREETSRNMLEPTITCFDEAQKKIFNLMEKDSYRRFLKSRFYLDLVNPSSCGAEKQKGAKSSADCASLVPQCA
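MLSMR compounds (23 nl, pin-transferred) preincubated 10 min at room temperature with a 500nM (2x) first reagent, then RGS4 at 900nM (2x) plus Transcreener GDP mix added; fluorescence polarization (620/688 nm) read before and after 90 min at 30 °C.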
Vif-APOBEC3F blk – Vif-A3F binding inhibition | HeLa A3F-eYFP + Vif (tagged APOBEC3F with the HIV-1 protein that degrades it), YFP fluorescence increase | Potency, µM (highest dose often 46.1 µM), without a hit: at the highest dose activity, negative = active | hit rate 0.2% among 390,000; also: % of control where 0% means no effect; nearly all actives have a fitted effect of over 65% in size
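HeLa cells stably expressing A3F-eYFP plus Vif, plated and incubated overnight at 37 deg C, then exposed to compounds overnight at 37 deg C. Blocked degradation read as raised yellow fluorescence (Ex 488/Em 500-530).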
Numbers without * were called inactive; ? = inconclusive; · = not tested or not shown; & = joins results of further samples; [ ] = dose if it differs, or a comment. Calls follow the shape of the dose curve; as a rule, active = well fitted curve in the direction sought with a large enough effect; inconclusive = small, poorly fitted or top-dose-only effect, or another doubt; inactive = no such curve, though single readings can be large; an effect the other way counts as inactive or inconclusive. Potency is read from the fitted curve at half-maximal effect. Some of the compounds tested; rates above refer to the full screens.

| molecule | USP1-UAF1 inh | RXFP1 ag | RGS4 inh | Vif-APOBEC3G blk | Vif-APOBEC3F blk | ALOX12 inh | IDH1 R132H inh | rTrxR1 inhibitor | TrxR1 substrate |
| --- | --- | --- | --- | --- | --- | --- | --- | --- | --- |
| CC(C)(C)n1cnc2cc(NCc3ccccc3Cl)ccc21 | -18% | 6.7% | 13% | 0% | -13% | 0% | 7% | 2% | -9% |
| COc1ccc(NC(=O)c2cccc3c(=O)c4c([nH]c23)CCCC4)cc1 | -3% | -0.3% | 6% | -4% | -10% | -15% | -12% | 2% | -7% |
| O=C1CCCC(NCCCCCCNC2=C([N+](=O)[O-])C(=O)CCC2)=C1[N+](=O)[O-] | -24% | -0.2% | -3%[11.4 µM] | 1% | -3% | 65%[activator] | -2% | 6%[57.1 µM] | -13% |
| CC1CCCN(C(=O)c2ccc(Br)c(S(=O)(=O)N3CCOCC3)c2)C1 (stereo not given) | -16% | 0.3% | -15% | 3% | 5% | 24% | -1% | 16% | 6% |
| CSc1ccccc1C(=O)N1CCc2ccc(NC(=O)c3ccccn3)cc2C1 | -30% | · | · | -4% | 9% | -8% | 7% | · | · |
| CC(=O)c1ccc2c3c(cc(C)c2c1)CCCC3 | -8% | · | -6% | 1% | -7% | -18% | 3% | 14% | 11% |
| Cc1csc2c(N3CCN(C(=O)Nc4ccc(OC(F)(F)F)cc4)CC3)ncnc12 | 0% | 0.6% | 13% | 0% | 11% | ? | 4% | -11%[57.1 µM] | -4%[57.1 µM] |
| Cc1cc(Br)ccc1NC(=O)CN(C)C(=O)CSC(=S)N1CCCC1 | -15% | 1.7% | ? | -9% | 7% | ? | -2% | -5% | -13% |
| COc1cccc(C(=O)CSc2nnc(-c3cc(OC)cc(OC)c3)o2)c1 | -18% | ? | -6% | 1% | -3% | 7% | 3% | 25% | 10% |
| CCCCc1ccc(NC(=O)N[C@@H](C)C(=O)O)cc1 | -14% | -3.4% | 9% | 0% | -26% | -8% | 3% | 8% | 6% |
| CCC(C)(C)NC(=O)COc1ccc(C(=O)c2ccccc2)cc1 | -11% | 3.6% | -10% | 0% | 0% | -21% | -2% | 24% | 0% |
| CCCSCC(=O)Nc1ncc2c(n1)-c1ccccc1CC2 | -23% | 15% | -1% | -9% | -3% | ? | 8% | -10% | 4% |
| CCOC(=O)C1CCN(C(=O)c2cc(COc3ccc(F)cc3F)on2)CC1 | -10% | 1.7% | 25% | 0% | -7% | 199%[activator] | 3% | -7% | -6% |
| COc1cccc(N2[C@@H](CC(=O)O)c3ccc(/C=C/C(=O)O)cc3S2(=O)=O)c1 | 10% | · | 4% | -2%&1% | 2% | -7% | 26% | 29%&-5% | 10%&-3% |
| CC(=O)c1ccc(N(C(=O)CNC(=O)c2ccco2)C(C(=O)NC2CCCC2)c2ccc(C)o2)cc1 (stereo not given) | -1% | -0.3% | -11% | -7% | 10% | -8% | 0% | 3%[57.1 µM] | 9%[0.0914 µM] |
| COc1ccc(COC(=O)C2=C(C)NC(=O)NC2c2ccccc2)cc1 (stereo not given) | -18% | 0.3% | -2% | -4% | 8% | 0% | 9% | 17%[57.1 µM] | -4%[57.1 µM] |
| CCn1c(CNC(=O)c2ccccc2OC)nnc1SCC(=O)c1ccc(F)cc1 | -12% | -0.8% | -14% | -1% | -13% | -11% | 0% | 16%[57.1 µM] | 13%[57.1 µM] |
| COc1ccc(NC(=O)Nc2cccc3c2O[C@H](CN(C)C(=O)NC(C)C)[C@@H](C)CN([C@H](C)CO)C3=O)cc1 | -21% | · | 6% | -1% | 5% | 6% | -14% | 0% | -1% |
| CN(C)CCC(=O)N1c2ccccc2Sc2ccc(C(F)(F)F)cc21 | -15% | 1.6% | -2% | -2% | 1% | ? | 3% | -4% | -3% |
| CC(C)C(c1nnnn1Cc1ccc(F)cc1)N1CCC(C(N)=O)CC1 (stereo not given) | -12% | -2.2% | 1% | 6% | 3% | -21% | -2% | -7%[57.1 µM] | -2% |
| CCc1cnc2c(c1SCC(=O)c1ccccc1)c(=O)n(C)c(=O)n2C | ? | 9.6% | -22% | 0% | 5% | -12% | -7% | 6%[57.1 µM] | -5%[57.1 µM] |
| CCOc1ccc(Sc2cc(C(=O)NCCc3ccccc3)c3ccccc3n2)cc1 | -11% | 28% | 14% | -1% | -21% | -2% | -3% | 26%[57.1 µM] | 3%[57.1 µM] |
| Cc1ccc(S(=O)(=O)N2C[C@H]3[C@H]4C(=O)N(c5ccccc5)C(=O)[C@H]4C[C@H](OC(=O)Nc4c(C)noc4C)[C@@]3(O)C2)cc1 | -12% | · | · | 8% | -3% | -30% | -4% | · | · |
| Cn1c(NN)nc2ccccc2c1=O | -18% | 10% | -11% | 1% | 1% | 12% | 0% | 23% | 2% |
| C=CCn1c(SCc2ccc3nonc3c2)nnc1-c1cccs1 | 2% | -1.2% | -14% | 1% | -18% | ? | -4% | -7% | -8% |
| Cc1ccccc1CNC(=O)C(C)N(c1ccccc1)S(C)(=O)=O (stereo not given) | -29% | 2.5% | 0% | 0% | 3% | -12% | 0% | 7% | 8% |
| COCCn1c(N)c(C(=O)OCc2ccccc2)c2nc3ccccc3nc21 | -22% | -0.5% | 16% | -1% | -3% | -25% | -1% | -11% | 235%[activator] |
| CCC1(c2ccc(F)cc2)NC(=O)N(CC(=O)N2CCN(S(=O)(=O)c3ccc(C)cc3)CC2)C1=O (stereo not given) | -8% | 0.1% | -9% | 0% | -16% | -23% | 3% | -6% | -3% |
| Cc1noc2ncnc(N3CCN(c4cccc(Cl)c4)CC3)c12 | -11% | 0.3% | -25% | 6% | -9% | 3% | -6% | 19% | 1% |
| CC(=O)NC12CC3CC(C1)CC(C(=O)Nc1nc4ccc(S(C)(=O)=O)cc4s1)(C3)C2 | -19% | 2.2% | -18% | -2% | 6% | 0% | 1% | 15% | 3% |
| Nc1cc(=O)[nH]c(SCc2nc3ccccc3n2Cc2ccccc2)n1 | -11% | 2.8% | 16% | -2% | -3% | 14% | 1% | 20% | 7% |
| Cc1cc(C(=O)NP(=O)(N2CCOCC2)N2CCOCC2)c(C)n1-c1ccc(N(C)C)cc1 | -25% | 0.9% | ? | -4% | 10% | -28% | -1% | 5% | 4% |
| O=C(O)c1ccc(-c2noc(-c3ccccc3C(F)(F)F)n2)cc1 | · | · | -4% | 0% | -3% | -6% | · | 21% | 4% |
| COc1ccc(-c2c(C#Cc3ccsc3)c3cc(-c4ccc5cc[nH]c5c4)ccc3n2C)cc1 | -13% | · | 17% | 0% | 4% | ? | -9% | 28%[57.1 µM] | 24%[57.1 µM] |
| CCOc1ccccc1NC(=O)CN1CCC(NC(=O)c2ccccc2)CC1 | 4% | -2.4% | 20% | -2% | 2% | 0% | -3% | -10% | -7% |
| Cc1ccc(N2CN=c3s/c(=C\c4cccnc4)c(=O)n3C2)cc1 | -20% | -0.6% | -26% | 1% | -1% | 1% | 1% | -12% | -10% |
| Cc1ccc2c(=O)cc(C(=O)Nc3ccc(S(=O)(=O)N4CCCCCC4)cc3)oc2c1C | 8% | 2.0% | 13% | 0% | 3% | -12% | -13% | 22% | 3% |
| O=C(CS(=O)(=O)c1cccc(Cl)c1)Nc1ccccc1Cl | -17% | 1.2% | 5% | -5% | -1% | -12% | 4% | -5% | -1% |
| CCCN1C2CCCC1CC(NC(=O)NC1CCCCC1)C2 (stereo not given) | -10% | 1.2% | -20% | 0% | 4% | 0% | 4% | 8% | -3% |
| CC(C)(C)NC(=O)NC(=O)COC(=O)c1cccc(NS(=O)(=O)c2ccc(F)c(F)c2)c1 | -6% | 0.0% | -2% | -2% | 3% | -22% | 3% | -5% | 3%[57.1 µM] |
| CCc1ccc(NC(=O)c2cnccn2)cc1 | -26% | -0.7% | -1% | -8% | ? | 4% | -12% | 18% | 8% |
| Brc1ccc(OCCOc2cccc3cccnc23)cc1 | -15% | 1.2% | -17% | -5% | -8% | 4% | -7% | 7% | 19% |
| CCCc1nc2ccccc2c(=O)n1NC(=O)c1c(O)c2cccc3c2n(c1=O)CCC3 | -17% | -0.2% | 5% | -3% | -6% | 0% | 1% | -3%[57.1 µM] | 11%[57.1 µM] |
| COc1ccc(CC(=O)NCC(=O)N/N=C(/C)c2ccco2)cc1 | -5% | 2.2% | 6% | 2% | -7% | 1% | 8% | -6% | -5% |
| COc1ccc(-c2noc(CCC(=O)NCCCN3CCC(Cc4ccccc4)CC3)n2)cc1 | -9% | -0.5% | -27% | -1% | · | ? | 4% | 13% | 2% |

Compounds from the list above that have a furan ring, fused or not, in the order listed:
| molecule | USP1-UAF1 inh | RXFP1 ag | RGS4 inh | Vif-APOBEC3G blk | Vif-APOBEC3F blk | ALOX12 inh | IDH1 R132H inh | rTrxR1 inhibitor | TrxR1 substrate |
| --- | --- | --- | --- | --- | --- | --- | --- | --- | --- |
| CC(=O)c1ccc(N(C(=O)CNC(=O)c2ccco2)C(C(=O)NC2CCCC2)c2ccc(C)o2)cc1 (stereo not given) | -1% | -0.3% | -11% | -7% | 10% | -8% | 0% | 3%[57.1 µM] | 9%[0.0914 µM] |
| COc1ccc(CC(=O)NCC(=O)N/N=C(/C)c2ccco2)cc1 | -5% | 2.2% | 6% | 2% | -7% | 1% | 8% | -6% | -5% |
